# Screens (PubChem BioAssay)
# ARNT TACC3 PPI – disruptors of ARNT/TACC3 protein interaction, primary screen, biochemical, AlphaScreen, single concentration; Transforming acidic coiled-coil-containing protein 3 (Homo sapiens), Q9Y6A5; AlphaScreen His-ARNT PAS-B/GST-TACC3 binding, luminescence; TACC3 fragment carries E629A point mutation; inhibition, % at 9.99 µM; 0.66% of 390,000 active;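 active means mean inhibition of replicates at least 50% and at least half of replicates each reaching 50%; inconclusive means half or more replicates reach 50% but mean below 50%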;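 further: 0% = complete ARNT plus TACC3 wells and 100% = ARNT alone without TACC3; many hits fall short of the cut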
# DENV2 CPE rescue – inhibitors of DENV2 cytopathic effect, primary screen, cell-based, plate reader, single concentration; DENV2-infected cells, cytopathic effect rescue; 1.7% of 350,000 active; CPE inhibition, % at 9.99 µM; AID 651640, 2012; in the data active means CPE inhibition above about 20%, passing the limit was not always enough; inconclusive means no clear call, values can overlap the other calls; tested in BHK-21 cells;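 further: 0% = median of neutral control wells and 100% = median of positive control wells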
# F508del corr – F508del CFTR correction, initial screen, CFBE line, single point. activity (quench increase), % at 7.58 µM. 0.36% of 350,000 active. CFBE cells, YFP halide quenching; stimulated with forskolin plus potentiator P3; % fluorescence drop versus neutral controls;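 active means mean added fluorescence quench of at least 8% versus neutral control, with both replicates also reaching 8%; inconclusive means only one of the mean or replicate conditions met; inactive means mean below 8% and not both replicates reaching 8%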;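 further: cells transiently co-express mutant CFTR-F508del with the halide-sensitive YFP; corrector assay measuring rescue of mutant channel to the surface after 24 h compound exposure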
# XiGFP reactiv – activators of inactive X chromosome reactivation, primary screen, imaging, XiGFP fibroblasts, GFP high-content imaging, set 2; 0.055% of 360,000 active; activation, % at 7.58 µM; XiGFP mouse fibroblasts, % GFP-positive cells imaging, 3 d; cells co-treated with 5-aza-dC sensitizer; scaled so ellipticine positive control = 100%;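 active means mean normalized replicate activation at least 10% and every replicate at or above 10%; inconclusive means only one of the two criteria met; inactive means mean below 10% and not all replicates reach 10%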;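 further: 0% = median of on-plate neutral control wells and 100% = ellipticine 6 µM median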
#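 Schedule: 3 d treatment, 15 min room-temperature fixation; system: 68-5-11 XiGFP fibroblast line; buffer or medium: DMEM plus 5-aza-dC sensitizer; control set: ellipticine 6 µM positive control; compound: one concentration, pinned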
# EWS-Fli block – EWS/Fli-driven NR0B1 reporter inhibitors, primary screen, A673 cells, NR0B1 luciferase, luminescence, MLPCN library. viability-normalised. 0.67% of 350,000 active. inhibition, % at 12.6 µM;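 active means mean inhibition of at least 50% after viability correction, with every replicate also passing that limit; inconclusive means mean reaches 50% but only one of two replicates passes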;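 further: firefly luciferase signal divided by Alamar Blue viability fluorescence both relative to DMSO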
# PAX8 inh HTS – inhibitors of PAX8-driven TPO luciferase reporter, primary screen, RMG-I cells, single concentration; SteadyGlo, 24 h; inhibition, % at 12.6 µM; 1.2% of 360,000 active;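 active means mean replicate inhibition at least 60% with every replicate also reaching 60%; inconclusive means only one of the two criteria is met; inactive means mean below 60% and not all replicates reaching 60%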;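 further: luciferase light reporting Pax8 driven TPO promoter activity; plate controls were median of neutral control wells for no effect and mitoxantrone controls for full effect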
# GSIS activator – GLuc luminescence reporter in INS-1E cells, primary screen for activators of glucose-dependent secretion of insulin. INS-1E GLuc reporter insulin secretion, 2-3 h. activation, % at 16.6 µM. 0.61% of 370,000 active. AID 743287, 2014;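 active means lowest replicate activation of at least 40%, so every replicate reaches that level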;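 further: 0% = median of neutral control wells and 100% = median of IBMX positive control wells; some compounds called inactive have numbers as strong as hits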
# ERp5 block – inhibitors of ERp5-driven insulin aggregation, primary screen, biochemical, turbidity, absorbance 650 nm, single point. Protein disulfide-isomerase A6 (Homo sapiens), Q15084. 90 min. inhibition, % at 9.99 µM. 0.05% of 350,000 active. AID 651711, 2012;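 active means mean replicate inhibition above about 25%, with every replicate also reaching it, limit read from the data, passing the limit was not always enough; inconclusive means only one of those two criteria met; inactive means neither criterion met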
# Target sequence (Q15084 whole entry, looked up): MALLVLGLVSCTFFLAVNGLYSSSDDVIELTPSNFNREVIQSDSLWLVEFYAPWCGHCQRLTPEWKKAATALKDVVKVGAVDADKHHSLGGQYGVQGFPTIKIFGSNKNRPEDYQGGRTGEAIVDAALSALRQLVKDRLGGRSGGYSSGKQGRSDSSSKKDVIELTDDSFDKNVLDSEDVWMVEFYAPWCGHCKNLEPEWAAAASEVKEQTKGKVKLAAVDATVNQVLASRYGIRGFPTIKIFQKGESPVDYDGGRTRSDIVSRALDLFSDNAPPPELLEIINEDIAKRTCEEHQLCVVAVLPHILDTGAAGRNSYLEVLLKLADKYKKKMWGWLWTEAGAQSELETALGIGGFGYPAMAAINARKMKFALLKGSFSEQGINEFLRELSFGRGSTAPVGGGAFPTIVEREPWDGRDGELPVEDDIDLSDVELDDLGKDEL
# The depositor's hits bear a star; ? = inconclusive; nt = not tested or not shown.
(1) CCN(C(=O)CSc1cc(C)c2ccccc2n1)c1c(N)n(Cc2ccccc2)c(=O)[nH]c1=O
(2) COc1cccc(NC(=O)CS(=O)(=O)Cc2nc(-c3ccc(C)cc3)oc2C)c1
(3) CCOc1ccc(CN2CCN(C3CCC3)CC2CCO)cc1 (stereo not drawn)
(4) c1csc(Cc2nc3ccccc3[nH]2)c1
(5) Cc1cc(N/N=C/c2ccc(Cl)cc2)nc(NCc2ccccc2)n1
(6) OC[C@H]1[C@H](c2ccccc2)C2(CN(Cc3ccccc3F)C2)N1Cc1ccccc1F
(7) CNc1cc(C)c(C#N)c2nc3ccccc3n12
(8) O=C(O)c1ccccc1C(=O)Nc1ccc(-c2csc(-c3ccccc3)n2)cc1

compound no.	1	2	3	4	5	6	7	8
ARNT TACC3 PPI	3	-3	-1	-2	17	nt	3	7
DENV2 CPE rescue	9	1	?	nt	-4	4	16	nt
F508del corr	-2.1	1.5	-0.9	0.9	-0.8	1.8	0.4	nt
XiGFP reactiv	-0.2	0.1	0.1	nt	0.1	0.0	0.1	-0.1
EWS-Fli block	5	nt	-4	-87	-12	2	-20	nt
PAX8 inh HTS	-4	12	23	nt	-15	nt	-18	-204
GSIS activator	-14	-33	10	12	-28	-16	-1	1
ERp5 block	-1	4	4	1	9	-2	3	nt

(9) Cc1ccc(CCNC(=O)C2CCCN(S(=O)(=O)c3cccs3)C2)cc1 (stereo not drawn)
(10) O=C(COC(=O)c1ccc2c(c1)C(=O)N(Cc1ccncc1)C2=O)Nc1cccc2ccccc12
(11) CC(C)Sc1ccccc1C(=O)Nc1ccc2c(c1)n(C)c(=O)n2C
(12) CCCOc1ccc(-c2nnn(CC(=O)N3CCCC(C)C3)n2)cc1 (stereo not drawn)
(13) CO[C@H]1CN(C)C(=O)c2cc(NC(=O)C3CCCC3)ccc2OC[C@H](C)N(C)C[C@H]1C
(14) O=C(O)c1nn(-c2cccc(Cl)c2)c(=O)cc1O
(15) CCC(=O)N1C[C@H](C)[C@@H](OC)CN(C)C(=O)c2ccc(NC(=O)C3CCCCC3)cc2OC[C@H]1C
(16) O=C(C1CCCCC1)N1CCc2ccccc21

compound no.	9	10	11	12	13	14	15	16
ARNT TACC3 PPI	1	12	32	-2	-22	0	31	nt
DENV2 CPE rescue	-8	7	3	0	3	-3	2	3
F508del corr	0.4	-0.5	-0.6	0.5	0.4	nt	nt	-0.1
XiGFP reactiv	nt	0.1	0.0	0.4	0.0	0.2	-0.1	0.1
EWS-Fli block	-10	-1	18	-4	-3	-9	4	-5
PAX8 inh HTS	nt	15	6	14	4	0	2	-3
GSIS activator	-18	0	-13	-39	-17	4	-2	-3
ERp5 block	1	-5	5	-2	1	-4	19	-8

(17) O=C(C[n+]1ccccn1)c1ccccc1
(18) COC(=O)CN(C(=S)Nc1ccc(F)cc1)C1CC(=O)N(c2ccccc2)C1=O (stereo not drawn)
(19) O=C(N[C@@H]1CC[C@H](CCn2cc(-c3ccc(F)cc3)nn2)O[C@@H]1CO)c1cnccn1
(20) Cc1ccnc(NC(=O)c2cc3ccccc3oc2=O)c1
(21) CC1CCN(c2nc3c(N)ncnc3n2[C@@H]2O[C@H](CO)[C@@H](O)[C@H]2O)CC1
(22) CC(=O)NCCNc1nc(NCC2CC2)nc2cc(-c3ccccc3)sc12
(23) COc1ccc(Nc2nc(-c3cccc([N+](=O)[O-])c3)nc3ccccc23)c(OC)c1
(24) CCC(=O)N1CC(=O)N2[C@H](CO)[C@H](c3ccc(C#Cc4cccnc4)cc3)[C@H]2C1

compound no.	17	18	19	20	21	22	23	24
ARNT TACC3 PPI	-2	-2	1	-8	-1	nt	-1	nt
DENV2 CPE rescue	19	nt	-3	-4	-7	10	-8	11
F508del corr	0.9	nt	1.2	1.3	1.6	2.0	3.8	-5.0
XiGFP reactiv	0.3	-0.1	-0.4	0.1	0.2	0.4	0.0	0.5
EWS-Fli block	-40	nt	0	-67	-1	0	7	-13
PAX8 inh HTS	-15	10	7	-128	-11	4	-5	-36
GSIS activator	-3	-33	0	-9	14	36	1	19
ERp5 block	4	nt	3	2	-2	0	3	-3

# A stretch taken from the entries so far, for reference:
(3) CCOc1ccc(CN2CCN(C3CCC3)CC2CCO)cc1 (stereo not drawn)
(4) c1csc(Cc2nc3ccccc3[nH]2)c1
(5) Cc1cc(N/N=C/c2ccc(Cl)cc2)nc(NCc2ccccc2)n1
(6) OC[C@H]1[C@H](c2ccccc2)C2(CN(Cc3ccccc3F)C2)N1Cc1ccccc1F
(7) CNc1cc(C)c(C#N)c2nc3ccccc3n12
(8) O=C(O)c1ccccc1C(=O)Nc1ccc(-c2csc(-c3ccccc3)n2)cc1
(9) Cc1ccc(CCNC(=O)C2CCCN(S(=O)(=O)c3cccs3)C2)cc1 (stereo not drawn)
(10) O=C(COC(=O)c1ccc2c(c1)C(=O)N(Cc1ccncc1)C2=O)Nc1cccc2ccccc12
(11) CC(C)Sc1ccccc1C(=O)Nc1ccc2c(c1)n(C)c(=O)n2C
(12) CCCOc1ccc(-c2nnn(CC(=O)N3CCCC(C)C3)n2)cc1 (stereo not drawn)

compound no.	3	4	5	6	7	8	9	10	11	12
ARNT TACC3 PPI	-1	-2	17	nt	3	7	1	12	32	-2
DENV2 CPE rescue	?	nt	-4	4	16	nt	-8	7	3	0
F508del corr	-0.9	0.9	-0.8	1.8	0.4	nt	0.4	-0.5	-0.6	0.5
XiGFP reactiv	0.1	nt	0.1	0.0	0.1	-0.1	nt	0.1	0.0	0.4
EWS-Fli block	-4	-87	-12	2	-20	nt	-10	-1	18	-4
PAX8 inh HTS	23	nt	-15	nt	-18	-204	nt	15	6	14
GSIS activator	10	12	-28	-16	-1	1	-18	0	-13	-39
ERp5 block	4	1	9	-2	3	nt	1	-5	5	-2

(13) CO[C@H]1CN(C)C(=O)c2cc(NC(=O)C3CCCC3)ccc2OC[C@H](C)N(C)C[C@H]1C
(14) O=C(O)c1nn(-c2cccc(Cl)c2)c(=O)cc1O
(15) CCC(=O)N1C[C@H](C)[C@@H](OC)CN(C)C(=O)c2ccc(NC(=O)C3CCCCC3)cc2OC[C@H]1C

compound no.	13	14	15
ARNT TACC3 PPI	-22	0	31
DENV2 CPE rescue	3	-3	2
F508del corr	0.4	nt	nt
XiGFP reactiv	0.0	0.2	-0.1
EWS-Fli block	-3	-9	4
PAX8 inh HTS	4	0	2
GSIS activator	-17	4	-2
ERp5 block	1	-4	19

# The listing continues:
(25) CCNc1ccc(S(=O)(=O)C(F)(F)F)cc1NC(=O)C12CCC(CC1)C2
(26) N#Cc1ccc(N2CCc3ccccc3C2)c([N+](=O)[O-])c1
(27) CN(C)/C=C(\C(=O)c1cccc(Cl)c1)c1nnnn1-c1ccccc1
(28) Cc1noc(C)c1S(=O)(=O)Nc1ccc2c(c1)CC(=O)N([C@@H](C)CO)C[C@H](C)[C@@H](CN(C)Cc1ccncc1)O2
(29) COCC(=O)Nc1ccc2c(c1)C(=O)N(C)C[C@@H](OC)[C@H](C)CN(Cc1ccccc1F)[C@@H](C)CO2
(30) CCc1nnc(NC(=O)CS(=O)(=O)c2ccccc2)s1
(31) CC1CCN(S(=O)(=O)c2ccc(C(=O)N3CCCC(C(F)(F)F)C3)cc2)CC1 (stereo not drawn)
(32) O=C(COc1ccccc1-c1ccccc1)N/N=C/c1cccnc1

compound no.	25	26	27	28	29	30	31	32
ARNT TACC3 PPI	-8	-21	4	-2	-6	1	-6	2
DENV2 CPE rescue	-2	nt	2	-5	6	1	-2	0
F508del corr	0.7	nt	-0.7	-1.9	-3.2	-3.0	-1.7	4.6
XiGFP reactiv	nt	0.0	-0.1	-1.2	0.2	0.0	0.2	0.0
EWS-Fli block	-7	nt	-4	-7	8	1	13	0
PAX8 inh HTS	nt	-11	0	-11	-1	-18	13	21
GSIS activator	10	13	0	-4	-11	9	-9	-9
ERp5 block	-2	nt	0	-4	-9	-1	-1	-5

(33) CN(C)CCCNc1ncnc2oc(-c3ccccc3)c(-c3ccccc3)c12
(34) COc1ccccc1C1NC=C([N+](=O)[O-])C=C1[N+](=O)[O-] (stereo not drawn)
(35) Cc1ccc(NC(=O)N2CCCC2C(=O)NCC2CCCCC2)cc1 (stereo not drawn)
(36) N#CCSc1nc2ccccc2c(=O)n1CC1CCCC1
(37) CC(C)c1ccc(NC2CCCN(C(=O)c3ccsc3)C2)cc1 (stereo not drawn)
(38) COc1ccc(S(=O)(=O)N2C[C@H](O)COC[C@@H]3O[C@@H](CC(=O)NCCN4CCCCC4)CC[C@H]32)cc1
(39) CCN(C(=O)CSc1nnc(COc2ccccc2F)n1N)C1CCS(=O)(=O)C1 (stereo not drawn)
(40) CN(C)C(=O)COc1ccc(C(=O)/C=C/c2cccnc2)cc1

compound no.	33	34	35	36	37	38	39	40
ARNT TACC3 PPI	5	nt	-5	10	-12	-32	-3	0
DENV2 CPE rescue	13	2	0	-1	4	2	9	-6
F508del corr	2.3	nt	4.3	3.0	0.5	1.0	-0.6	-2.1
XiGFP reactiv	0.0	0.0	0.2	0.3	0.1	0.0	0.1	-0.1
EWS-Fli block	16	-7	1	0	nt	nt	-5	-4
PAX8 inh HTS	14	16	-7	-5	14	nt	-4	-20
GSIS activator	9	-20	7	44*	-8	32	24	-8
ERp5 block	-1	5	-4	-5	-1	nt	6	1

(41) COc1ccccc1C(=O)Nc1ccc2c(c1)C(=O)N(C)C[C@@H](OC)[C@H](C)CN[C@@H](C)CO2
(42) C/C(=N\Nc1ccc(Cl)c(C(=O)O)c1)c1cccs1
(43) CO[C@@H](CN(C)S(=O)(=O)c1cccc(Cl)c1)[C@H](C)CN([C@H](C)CO)S(=O)(=O)c1cccc(Cl)c1
(44) COc1ccccc1NC(=O)C(NC(=O)OC(C)(C)C)C(C)OCc1ccccc1 (stereo not drawn)
(45) CN(C(=O)c1cccc(N2C(=O)C3C4C=CC(C4)C3C2=O)c1)C1CCCCC1 (stereo not drawn)
(46) Nc1c(C(=O)Nc2ccc3c(c2)OCCO3)nnn1Cc1ccc(Br)cc1
(47) CC(=O)N(c1ccc(C)cc1)C1C=CS(=O)(=O)C1 (stereo not drawn)
(48) Cc1cc(C)cc(N2C(=O)CSC2c2cccc([N+](=O)[O-])c2)c1 (stereo not drawn)

compound no.	41	42	43	44	45	46	47	48
ARNT TACC3 PPI	-1	-3	-6	-7	-25	-3	-13	6
DENV2 CPE rescue	3	8	7	3	3	-6	6	3
F508del corr	-2.0	0.3	2.9	0.9	0.0	-0.3	-2.6	-1.0
XiGFP reactiv	0.0	-0.1	-0.1	nt	0.0	0.1	-0.2	nt
EWS-Fli block	2	-41	11	4	8	-99	-3	-9
PAX8 inh HTS	-1	-31	nt	nt	1	-311	32	-31
GSIS activator	-5	18	-33	-30	-16	14	-1	nt
ERp5 block	-2	2	0	5	4	-2	6	-1
